Assay outcomes (PubChem)
GalR3 antagonist: antagonists of human GalR3; O60755; inhibition, % at 3 µM; HEK293 GalR3-CNG cAMP membrane potential fluorescence; galR3 body fused to GalR1 C-terminus; 0.44% of 360,000 active;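 active = inhibition above the screen-wide average plus 3 SD, cut at about 13% in these data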;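 also: forskolin and galanin both at EC90 stimulate the cells; cAMP rise reported by CNG channel membrane potential dye signal; 0% = forskolin plus galanin with DMSO and 100% = forskolin alone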
NALP1 yeast inh: NALP1 inhibition; S. cerevisiae NALP1/ASC/caspase-1 growth, X-gal OD620, 72 h; 0.61% of 280,000 active; AID 2071; inhibition, % at 10 µM; in the data active = inhibition mostly above about 24%, no sharp cut-off; inactive = mostly below about 32%; also: some compounds called inactive have numbers as strong as hits
PHOSPHO1 inh: inhibitors of human PHOSPHO1 phosphatase; Q8TCT1; recombinant PHOSPHO1, absorbance phosphatase assay; inhibition, % at 13.3 µM; 1.1% of 290,000 active; AID 1565; in the data active = inhibition above about 60%
Target sequence (Q8TCT1 whole entry, looked up): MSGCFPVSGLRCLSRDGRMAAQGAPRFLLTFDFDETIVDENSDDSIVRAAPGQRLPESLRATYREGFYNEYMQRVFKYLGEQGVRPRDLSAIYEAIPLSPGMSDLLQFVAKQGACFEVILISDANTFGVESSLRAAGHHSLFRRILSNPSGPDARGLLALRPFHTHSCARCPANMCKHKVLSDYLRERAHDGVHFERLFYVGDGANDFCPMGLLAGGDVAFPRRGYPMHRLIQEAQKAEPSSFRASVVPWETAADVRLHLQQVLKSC
MEKK2 WT-MEK5: raises or lowers MEK5 binding to wildtype human MEKK2 PB1 domain; AID 1531; 1.1% of 290,000 active; binding response (% of control), % at 10 µM; Q9Y2U5; bead flow cytometry, Alexa488-MEK5 binding to MEKK2 WT; actives lie on both sides; in the data active = binding response below about 67% or above about 130%
MEKK3 PB1 HTS: raises or lowers MEK5 binding to the human MEKK3 PB1 domain. Q99759. bead-based flow cytometry, Alexa488-MEK5 binding to MEKK3; actives lie on both sides; 0 = blocked by unlabeled MEK5, 100 = vehicle. binding response (% of control), % at 10 µM. 1.4% of 290,000 active. AID 1529;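 active = binding response more than 3 SD above or below the average of its plate-row segment, actives on both sides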;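 also: Alexa488 bead fluorescence after subtracting the streptavidin-only scavenger bead signal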
MEKK2 mut-MEK5: signal of MEK5 binding to mutant human MEKK2 PB1 domain; bead flow cytometry, Alexa488-MEK5 binding to MEKK2 mutant; percent response, % at 10 µM; 0.35% of 290,000 active; AID 1530; in the data active = percent response above about 24%, passing the limit was not always enough; also: inactives centre near 1; some results filed as inactive read as strong as hits; reference of the scale not given here
V1aR counter: V1a receptor agonism, counter-screen for OXTR agonists. 0.25% of 320,000 active. AID 2797. CHO-V1R cells, Fluo-8 calcium fluorescence, agonist mode; 0% DMSO, 100% 3 nM vasopressin. activation, % at 3 µM. P37288;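 active = activation above the mean activation of all tested compounds plus 3 SD, per screening run, cut at about 20% in these data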;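 also: signal is peak over basal fluorescence ratio across a 100 second FLIPR read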
Target sequence (P37288 whole entry, looked up): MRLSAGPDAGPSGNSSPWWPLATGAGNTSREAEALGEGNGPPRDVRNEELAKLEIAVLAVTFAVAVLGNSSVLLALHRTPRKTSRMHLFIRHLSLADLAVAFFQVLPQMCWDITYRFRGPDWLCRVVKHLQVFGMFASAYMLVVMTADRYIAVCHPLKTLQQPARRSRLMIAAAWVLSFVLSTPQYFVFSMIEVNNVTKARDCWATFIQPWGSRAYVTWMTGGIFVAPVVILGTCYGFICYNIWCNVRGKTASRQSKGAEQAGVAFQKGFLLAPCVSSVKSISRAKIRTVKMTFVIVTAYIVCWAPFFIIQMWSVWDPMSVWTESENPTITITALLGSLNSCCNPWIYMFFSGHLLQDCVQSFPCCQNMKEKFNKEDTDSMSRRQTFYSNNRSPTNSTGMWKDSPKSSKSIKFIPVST
OXTR agonist: activates the human oxytocin receptor | CHO-OTR cells, Fluo-8 calcium fluorescence; normalized: DMSO 0%, oxytocin 100% | P30559 | 0.32% of 320,000 active | activation, % at 3 µM;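 active = activation above the mean of all tested compounds plus 3 SD, cutoff set per screening run, cut at about 20% in these data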;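 also: peak over basal fluorescence ratio from a 100 s FLIPR kinetic read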
GPR7 antag: blocks human GPR7 receptor signaling; inhibition, % at 4.4 µM; GPR7-expressing cells, fluorescence antagonist assay; P48145; 1.1% of 290,000 active; in the data active = inhibition above about 16%, passing the limit was not always enough;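 also: cells stimulated with the agonist NPW; 0% = agonist with vehicle and 100% = vehicle without agonist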
Target sequence (P48145 whole entry, looked up): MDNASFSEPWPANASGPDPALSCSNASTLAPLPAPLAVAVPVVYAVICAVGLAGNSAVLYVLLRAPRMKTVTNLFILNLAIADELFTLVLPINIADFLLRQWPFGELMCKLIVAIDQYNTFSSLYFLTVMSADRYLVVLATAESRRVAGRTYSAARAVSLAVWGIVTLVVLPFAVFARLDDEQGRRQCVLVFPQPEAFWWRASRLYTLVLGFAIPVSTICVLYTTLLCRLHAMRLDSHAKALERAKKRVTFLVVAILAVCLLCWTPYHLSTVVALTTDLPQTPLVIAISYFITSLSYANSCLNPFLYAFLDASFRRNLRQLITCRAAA
* = called active by the depositor; nt = no result given; [ ] = another dose, or the depositor's remark.

mol,MEKK2 WT-MEK5,PHOSPHO1 inh,V1aR counter,NALP1 yeast inh,GPR7 antag,MEKK2 mut-MEK5,GalR3 antagonist,OXTR agonist,MEKK3 PB1 HTS
C#CCOCCOCCOCCNc1nc(N2CCN(C(=O)[C@H](CCC(=O)O)n3cc(C(N)Cc4ccc(O)cc4)nn3)CC2)nc(N2CCN(C(=O)[C@H](CCC(=O)O)n3cc(C(N)[C@H](C)CC)nn3)CC2)n1 (some centres not stated),86,35,0.4,0,6,-11,nt,0.3,90
COc1ccc(O)c(C(=O)c2cnn(C(=O)c3cccc(S(=O)(=O)N4CCOCC4)c3)c2)c1,97,-8,1.7,4,-4,-3,-3,1.8,99
COc1ccc(C(NC(=O)c2ccc(F)cc2)c2ccccc2)cc1 (configuration not stated),126,-2,-1.1,16,14,42,-7,-1.1,108
CSc1nc2ccc(S(=O)(=O)NC3CCCCC3)cc2s1,nt,-11,4.0,8,2,nt,-4,3.6,nt
CCOC(=O)Cc1c(C)nc(Cc2ccc(OC(C)C)cc2)[nH]c1=O,93,-21,-0.4,-3,1,-3,-4,0.4,100
CCOc1ccc(NC(=O)COc2ccc(C(=O)NCCc3ccccc3)cc2)cc1,98,1,0.6,21,-1,-3,3,-1.1,93
COc1cccc(CC(NC(C)=O)C(=O)NC2CCN(c3nnnn3-c3ccccc3)CC2)c1 (configuration not stated),101,32,1.8,5,-12,0,-4,0.7,100
Cc1ccc(C(=O)N2CCN(c3cccc(Cl)c3)CC2)cc1C,95,-18,-1.2,18,3,-2,-6,-1.7,100
CCSC1=N/C(=C\c2ccc(C)s2)C(=O)S1,90,-74,-1.1,9,-9,-1,-10,-1.4,96
COCCn1c(N2CCN(c3ccccc3)CC2)nc2c1c(=O)n(C)c(=O)n2C,98,37,0.7,5,-5,-8,0,0.4,103
Cc1onc(-c2c(F)cccc2Cl)c1C(=O)NNC(=O)C1CCN(Cc2cccc(F)c2)CC1,103,-5,0.5,-1,-1,0,-6,-1.1,109
CC(=O)c1c(C)[nH]c(C(=O)CSc2nc3ccc(C)cc3[nH]2)c1C,89,29,3.3,25,-8,-14,-4,1.4,84
N#CCCn1nc(-c2ccccc2)cc1Nc1ccccc1NC(=O)C(F)(F)F,103,-9,13,25,2,4,0,2.9,101
O=C(Cn1cnc(Cl)c1Cl)c1ccccc1,101,-5,3.6,-9,-9,3,4,2.9,98
CCc1nc(SCC(=O)c2ccccc2)c2c(=O)n(C)c(=O)n(C)c2n1,82,-1,0.6,nt,-5,-28,-3,0.1,80
CC(=O)Oc1cccc(C(=O)Nc2ccc(NC(=O)c3cccs3)cc2)c1,93,18,1.9,14,5,-5,-1,1.8,96
COC(=O)c1ccc(NC(=O)CSc2ccccc2)cc1,102,26,12,19,-2,3,-1,7.3,111
Cc1cccc(-n2c(SCC(=O)Nc3nonc3C)nnc2-c2ccoc2C)c1,110,12,0.1,15,1,4,-5,-0.5,110
Cc1ccc(-c2ccc(/C=N/NC(=O)CN3CCCC3)o2)cc1Cl,112,43,0.1,18,-5,1,-7,1.4,90
O=C(Nc1ccc(C(O)(C(F)(F)F)C(F)(F)F)cc1)c1ccc(Cl)c([N+](=O)[O-])c1,111,-2,0.9,35,43*,2,-8,-0.9,104
CCN(CC(=O)Nc1ccccc1OC)C(=O)CSCc1c(C)noc1C,103,33,0.3,9,-9,3,0,0.0,97
Cc1cccc(-c2nc(CS(=O)CC(=O)NCCc3ccc(Cl)cc3)c(C)o2)c1 (configuration not stated),99,24,3.5,20,9,0,-7,2.0,99
CCn1nc(C)c(NC(=O)Nc2cccc(Cl)c2Cl)c1C,86,25,-0.3,-18,-16,-5,-4,-0.8,92
CC(C)CNC(=S)Nc1ccc(S(N)(=O)=O)cc1,99,-18,0.6,12,-2,-1,-1,1.0,97
COc1cc(C)c(S(=O)(=O)NCc2cccs2)cc1C,nt,-36,-1.2,-14,-7,nt,5,0.5,nt
O=C(NNC(=O)c1ccccc1[N+](=O)[O-])Nc1ccccc1C(F)(F)F,90,-20,0.1,10,-11,-11,-3,0.3,98
O=C(N/N=C/c1ccc(OCc2ccccc2)cc1)c1ccncc1,100,20,4.8,19,-3,-2,-5,1.6,100
CCCCSc1nc2c(=O)[nH][nH]c(=O)c2n1Cc1ccccc1,108,0,0.6,2,7,-3,2,2.0,98
CCOc1ccc(Cn2nnc(C(=O)Nc3ccc(OC)cc3OC)c2N)cc1,107,18,12,29,18,7,-3,25*,109
Cc1ccc(C(=O)N2CC(C)OC(C)C2)cc1[N+](=O)[O-] (configuration not stated),78,-6,2.1,0,1,-11,-4,0.8,63
CN1CCC(NC(=O)NC2CCCCC2)CC1,106,28,0.6,25,-13,17,-5,1.0,112
CCc1nc(C)cn1S(=O)(=O)c1ccc(Br)cc1,109,46,nt,-7,-21,8,-5,nt,102
COc1cc2c(cc1NC(=O)c1cccc([N+](=O)[O-])c1C)oc1ccccc12,106,34,0.9,-4,-14,4,nt,1.0,104
O=C(CN1CCN(c2ccccc2F)CC1)NCc1ccccc1,97,39,1.4,14,-2,-4,-4,-0.2,94
CCc1cc2cc3c(cc2nc1SCC(=O)N1CCN(C(=O)c2ccco2)CC1)OCO3,105,-3,-1.5,13,2,5,-3,-2.7,110
CCCCCCn1c(N2CCN(c3ccccc3)CC2)nc2c1c(=O)n(C)c(=O)n2C,110,-18,-0.8,9,-1,7,-1,-1.7,111
COc1ccc(CC(=O)N2CCN(c3ccccc3)CC2)cc1,105,nt,-1.7,2,-16,4,-12,-0.8,105
OCCC1CN(Cc2ccc3ncccc3c2)CCN1Cc1ccccc1 (configuration not stated),102,41,0.9,7,-17,4,-2,-0.2,100
CCN1CCN(S(=O)(=O)c2ccc3ccccc3c2)CC1,67,5,0.7,3,-8,-20,nt,-1.1,50*[inhibitor]
Cc1cc(C)n(-c2nc(NCCN(C)C)c3c4c(sc3n2)COC(C)(C)C4)n1,106,42,2.0,7,1,1,-3,4.5,95
Cn1c(C(=O)Nc2ccc(Cl)cc2)cc2cc(Cl)ccc21,109,24,3.5,13,-8,5,-5,-1.1,107
Cc1ccc(NCc2n[nH]c(=S)n2-c2cccc(Cl)c2)cc1,89,-5,0.7,-28,-8,-4,-6,3.5,98
Cc1ccc(C(=O)N2CCN(c3ccc([N+](=O)[O-])c(N4CCOCC4)c3)CC2)cc1,102,-16,-2.1,24,-5,4,-7,-2.5,103
CS(=O)(=O)NCCNc1cc(Cl)ccc1[N+](=O)[O-],100,-16,1.0,-2,6,-1,-4,-0.5,102
Cc1cc(S(=O)(=O)N(Cc2ccc(F)cc2)CC2CCCO2)ccc1-n1cnnn1 (configuration not stated),99,-5,0.1,18,0,4,1,0.2,103
O=C(c1cc2cc(Br)ccc2[nH]1)N1CCc2ccccc21,109,42,nt,-16,4,5,-8,nt,107
CCn1nc(C)c(/C=N/NC(=O)Cn2nc(C)cc2C)c1C,99,0,1.7,15,-11,-1,-6,0.9,104
CCn1c(SCC(=O)Nc2cccnc2Cl)nnc1-c1ccccc1,96,3,0.1,15,-8,-1,1,-0.3,97
CC(C)C(=O)Nc1ccc(NC(=O)c2cc3ccccc3o2)cc1,89,0,1.8,1,-7,-2,0,1.4,91
COc1cc(CN2CCNC(=O)C2CC(=O)N2CCCN(C(C)=O)CC2)cc(OC)c1 (configuration not stated),104,20,0.2,-1,-11,12,-4,1.1,105
CN1CCN(S(=O)(=O)c2cccc(C(=O)Nc3ccc(Br)cc3Br)c2)CC1,114,35,5.4,5,-8,9,-2,3.8,105
C[n+]1ccc(/C=C/c2c[nH]c3ccc(F)cc23)cc1,106,-65,nt,24,-5,-4,-7,nt,100
Cc1ccc(CSc2nnc(Cn3c(=O)sc4ccccc43)n2C)cc1,82,-5,0.4,-60,-4,-6,-2,-1.6,78
Cc1ccc(Cn2c(=O)c3cccnc3n(CC(=O)Nc3cccc(C(F)(F)F)c3)c2=O)cc1,101,0,1.7,25,-7,0,0,-0.3,93
CCN(c1ccccc1)S(=O)(=O)c1ccc2c(c1)N(C(C)=O)CCO2,95,26,1.1,33,27,-8,-7,5.3,97
CC1CCN(c2ccc(S(=O)(=O)N3CCC(C)CC3)cc2N)CC1,94,20,2.6,0,20,-1,9,3.2,100
CCOC(=O)c1c(S(=O)(=O)NCC(=O)Nc2cccc(F)c2)c(C)n(C)c1C,104,58,-0.6,23,-5,-3,-1,-0.9,103
Cc1ccc(NC(=O)COC(=O)CCc2ccc(S(=O)(=O)N3CCOCC3)cc2)cc1F,101,36,10,-10,-6,-4,0,13,107
O=[N+]([O-])c1nn(-c2ccc3c(c2)OCCO3)n(O)c1=NCc1ccc(F)cc1,95,-9,-0.8,-14,4,-2,-5,-0.5,97
COc1ccc(NC(=O)C(=O)NCc2ccncc2)c(OC)c1,108,18,-1.0,28,-6,6,-2,-2.1,109

Further structures follow.
mol,MEKK2 WT-MEK5,PHOSPHO1 inh,V1aR counter,NALP1 yeast inh,GPR7 antag,MEKK2 mut-MEK5,GalR3 antagonist,OXTR agonist,MEKK3 PB1 HTS
COc1ccccc1/C=N\Nc1cc(C)nc(-n2nc(C)cc2C)n1,117,-5,-1.4,24,-14,11,-3,-2.1,101
C=CCn1c(CCNC(=O)C(C)(C)C)nc2ccccc21,116,45,-0.1,19,-3,3,-2,-0.1,117
CC(=O)c1cccc(NC(=O)NNC(=O)c2ccc3ccccc3c2)c1,112,0,2.7,-3,-14,9,-3,-0.9,105
CN(C)c1nc(N)nc(-c2nc3ccccc3s2)n1,101,53,-0.9,38,-7,0,-5,-2.1,102
Oc1ccc(-c2csc(Nc3ccccn3)n2)cc1O,103,-6,1.8,5,17,2,-10,-2.6,105
Cc1ccc(OCC(=O)NNC(=S)NC(=O)C2CC2)c(C)c1,101,-144,nt,1,-11,1,3,nt,102
Cc1ccc(C(=O)Nc2ccc3c(c2)ncn3C)cc1,nt,-18,-0.1,-9,1,nt,-3,-0.3,nt
CCOC(=O)c1cc(S(=O)(=O)N2CCN(C3CCCCC3)CC2)cn1C,100,27,0.4,7,-16,3,3,0.7,98
Cc1c(OC(C(=O)O)c2ccccc2)ccc2c(-c3ccccc3)cc(=O)oc12 (configuration not stated),87,13,0.3,nt,-2,-6,0,-0.6,93
Cc1cccc(NC(=O)c2ccc(S(=O)(=O)NCc3cccnc3)cc2)c1,100,32,5.2,0,-17,1,-10,1.9,103
COc1cc(C(=O)NCC(=O)OCc2ccccc2Cl)cc(OC)c1OC,96,15,2.0,-14,-8,1,-1,0.4,98
COc1ccc(NC(=O)COC(=O)c2ccc(S(=O)(=O)N(C)c3ccccc3OC)cc2)c(OC)c1,88,52,nt,-27,4,-8,nt,nt,95
O=C(Nc1ccc2c3c(cccc13)CC2)c1ccc(Br)o1,nt,16,-1.4,-1,-5,nt,3,-1.9,nt
O=C(Nc1cccn2ncnc12)c1ccccc1,105,22,0.0,10,0,-1,-4,-0.3,102
CC(C)(C)NC(=O)NC(=O)COC(=O)Cn1c(C(F)(F)F)nc2ccccc21,104,-18,1.2,0,-7,0,-4,0.4,100
CCOC(=O)N1CCN(C(=O)C(C)N(c2ccccc2)S(C)(=O)=O)CC1 (configuration not stated),91,-13,0.3,2,-6,-9,-6,1.9,93
Cc1ccc(NC(=S)NC2CCCC2)cc1,109,9,1.6,-5,3,7,0,-1.3,102
